# Compound activity as filed in PubChem BioAssay.
# Chronic BCR inh: blocks chronic active B-cell receptor signaling; Potency, µM (doses to about 46.1 µM), for inactives: at the top dose ratio change, negative = lower green/red ratio, usual class: inhibitors; AID 493014; 0.05% of 340,000 active; ABC-DLBCL IkBa-CBG/CBR reporter, luminescence ratio, 4 h; active = well fitted inhibition curve with a large enough effect in the signal ratio, with a control signal flat, not every such curve was filed as active; inconclusive = small, poorly fitted or top-dose-only effect, or effect the other way, or a change in a side signal; the % refers to the signal ratio;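 note: potency is the fitted concentration of half-maximal effect; plate controls were basal doxycycline-induced cells for no effect and cells given 10 µM MG132 for full effect; MG132 reads +100%, hits lower the ratio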
#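 TMD8 ABC-DLBCL cells carrying doxycycline-inducible green luciferase fused to IkappaBalpha plus unfused red luciferase were exposed to compounds (up to 46 uM) for 4 hrs at 37C. Activity came from the overlap-corrected green/red luminescence ratio.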
# GALK inh: inhibitors of human galactokinase; 0.007% of 270,000 active; Potency, µM (doses to about 57.5 µM), inactives show at the top dose activity change, negative = inhibition, usual class: inhibitors; Purified GALK, Kinase-Glo residual ATP luminescence; note: potency is the fitted concentration of half-maximal effect
# Target sequence (P51570 whole entry, looked up): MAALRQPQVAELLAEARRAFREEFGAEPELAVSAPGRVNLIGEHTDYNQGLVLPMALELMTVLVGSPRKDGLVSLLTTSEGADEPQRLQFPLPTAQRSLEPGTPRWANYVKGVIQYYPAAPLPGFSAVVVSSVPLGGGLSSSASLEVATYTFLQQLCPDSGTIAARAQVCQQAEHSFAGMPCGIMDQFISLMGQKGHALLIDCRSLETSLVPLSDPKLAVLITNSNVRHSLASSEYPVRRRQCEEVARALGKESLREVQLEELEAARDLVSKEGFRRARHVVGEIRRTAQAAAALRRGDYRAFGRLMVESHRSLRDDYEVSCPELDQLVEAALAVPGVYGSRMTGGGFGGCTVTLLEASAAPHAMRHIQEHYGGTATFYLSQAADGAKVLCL
#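 Human GALK (5 nM) with 35 uM ATP and 100 uM galactose in 20 mM HEPES pH 8.0, 5 mM MgCl2, 60 mM NaCl, 1 mM DTT, 0.01% BSA. After 1 h at room temperature, leftover ATP was read by Kinase-Glo Plus luminescence.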
# KCNH2 3.1 inh: KCNH2 3.1 (human) potassium channel inhibition. AID 720553. U2OS KCNH2 3.1, thallium flux FluxOr; hits give low values. 0.95% of 340,000 active. activity change, % (tested at about 1.8 µM);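 active = maximum activity change below -70%; inconclusive = maximum activity change from -70% to -50%; inactive = maximum activity change above -50%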;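 note: thallium influx rate constant from kinetic fluorescence after stimulation buffer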
#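 Thallium flux via FluxOr fluorescence (Red40 quencher, 45 min loading) in U2OS cells virally expressing the KCNH2 3.1 isoform (1.77 x 10^8 /mL virus, overnight at 37 C). Rate constants from 2-min kinetic reads post-stimulation, normalised to positive and negative controls.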
# uPA surface inh: inhibitors of cell surface uPA generation | cell surface uPA generation assay, qHTS | Potency, µM (highest dose often 38.3 µM), for inactives: at the top dose activity change, negative = inhibition, most hits filed as inhibitors | 0.31% of 330,000 active; active = well fitted inhibition curve with a large enough effect; inconclusive = small, poorly fitted or top-dose-only effect; inactive = no such curve, though single readings can be large or run the other way; tested in mouse RAW 264.7 cells; note: potency is the fitted concentration of half-maximal effect; nearly all actives have a fitted effect of over 55% in size
# Coupling enz: counter-screen for Giardia aldolase inhibitors: coupling enzyme system; 0.67% of 290,000 active; coupling enzyme system counterscreen, AmpLite Red fluorescence; activity change, negative = inhibition, % at 58.2 µM, hits read low; in the data active = activity change below about -30%
#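 Activity here indicates interference with the coupling reaction, not aldolase inhibition. Compounds at 57.5 uM final met coupling enzymes for 10 min at RT; substrate and AmpLite Red detection followed, with a 525/598 nm fluorescence read after 20 min.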
# Giardia killer: kills Giardia lamblia | Giardia lamblia trophozoite viability | 0.15% of 340,000 active | AID 540267 | activity change, % at 7.66 µM, hits read low; in the data active = activity change below about -80%; inconclusive = between about -30% and that limit;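 note: parasites exposed to compound for two days anaerobically before the ATP read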
#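 Luminescence from cellular ATP indicates surviving trophozoites (100 cells/well) following 48 hrs anaerobic compound treatment at 37 deg C; signal develops 15-30 min at room temperature.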
# hERG WT inh: KCNH2 (human, wildtype) channel inhibition; 0.37% of 340,000 active; U2OS, BacMam KCNH2, thallium flux FluxOr; hits give low values; Q12809; activity change, % at 1.84 µM; AID 720551;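 active = maximum activity change below -70%; inconclusive = maximum activity change between -70% and -50%; inactive = maximum activity change above -50%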
#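 U2OS cells transduced with wild-type KCNH2 virus are loaded with FluxOr dye for 45 min, and thallium flux is measured in kinetic reads before and after stimulation buffer. Rate constants are normalized to DMSO controls.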
# B2AR arrestin: agonists driving beta-arrestin recruitment to human beta2-adrenergic receptor. Potency, µM (titrated, usually from 46.1 µM), inactives show at the top dose activation, hits mostly activators. beta-arrestin recruitment to beta2AR, cell-based reporter. AID 492947. P07550. 0.02% of 330,000 active;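 note: potency is the fitted concentration of half-maximal effect; 0% = DMSO controls and full agonism = EC100 isoproterenol or metaproterenol; nearly all actives have a fitted effect of over 65% in size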
# USP2a block: inhibitors of human ubiquitin-specific protease USP2a; O75604; USP2 core, Ub-CHOP2 coupled fluorogenic reporter, 485/531; Potency, µM (highest dose often 38.3 µM), for inactives: at the top dose activity change, negative = inhibition, usual class: inhibitors; 0.01% of 330,000 active; AID 463254;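 note: potency is the fitted concentration of half-maximal effect; plate controls were DMSO wells for no effect and full inhibition by NEM control for full effect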
# Target sequence (O75604 whole entry, looked up): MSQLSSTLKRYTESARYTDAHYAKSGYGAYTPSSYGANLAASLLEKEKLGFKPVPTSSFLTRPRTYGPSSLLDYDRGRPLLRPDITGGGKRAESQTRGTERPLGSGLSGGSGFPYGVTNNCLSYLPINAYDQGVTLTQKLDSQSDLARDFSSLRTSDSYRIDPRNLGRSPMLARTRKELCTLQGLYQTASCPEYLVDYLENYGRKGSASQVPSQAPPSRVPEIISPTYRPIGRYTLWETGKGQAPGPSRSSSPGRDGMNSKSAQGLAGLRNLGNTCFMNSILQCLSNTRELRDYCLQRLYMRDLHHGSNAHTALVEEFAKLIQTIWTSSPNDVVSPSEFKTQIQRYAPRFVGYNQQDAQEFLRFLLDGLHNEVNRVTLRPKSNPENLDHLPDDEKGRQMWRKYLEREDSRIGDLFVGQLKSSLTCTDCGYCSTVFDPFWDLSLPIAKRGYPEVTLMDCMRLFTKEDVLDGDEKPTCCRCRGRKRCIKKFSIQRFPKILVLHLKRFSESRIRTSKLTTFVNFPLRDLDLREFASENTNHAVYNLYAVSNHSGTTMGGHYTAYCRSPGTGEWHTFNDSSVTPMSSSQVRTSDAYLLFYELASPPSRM
#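 USP2 core (10nM final) preincubated 30min RT with compound in 20mM Tris-HCl pH 8.0, 2mM CaCl2, 2mM beta-mercaptoethanol, 0.05% CHAPS; 25nM Ub-CHOP2 plus 25nM reporter substrate added, fluorescence (Ex485/Em531) read after 60min.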
# Eya2 phos inh: inhibitors of human Eya2 phosphatase activity; Potency, µM (series often up to 76.9 µM), for the others: at the highest dose activity, negative = inhibition, hits mostly inhibitors; recombinant Eya2, OMFP fluorescence dephosphorylation (OMFP is methylfluorescein phosphate); 0.006% of 330,000 active; O00167; note: potency is the fitted concentration of half-maximal effect
#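 Eya2 protein (added as 0.2 uM solution) was preincubated with compound for 10 min at ambient temperature in 50 mM HEPES pH 7.5, 50 mM NaCl, 5 uM MgCl2, 0.05% BSA, 1 mM DTT. OMFP (added at 50 uM) then reacted 10 min; fluorescence read at 485/525 nm.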
# PKM2 act: increases activity of human pyruvate kinase M2; P14618; purified PKM2, Kinase-Glo ATP luminescence, activation; response scale: 0% is enzyme alone, no compound; Potency, µM (series often up to 57.5 µM), for inactives: at the top dose activation, usual class: activators; 0.34% of 260,000 active; AID 1631; note: potency is the fitted concentration of half-maximal effect; nearly all actives have a fitted effect of over 55% in size
#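 Purified hPK-M2 (>95% pure) converted ADP (0.1 mM final) to ATP with 0.5 mM PEP in 50 mM imidazole pH7.2, KCl, MgCl2, Tween 20, BSA; 1 h at room temperature. ATP detected by Kinase-Glo luminescence.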
# * = called active by the depositor; ? = inconclusive; . = not tested or not shown; [ ] = dose if it differs, or a comment. Unless noted, calls come from the whole dose curve; as a rule, active = well fitted curve in the direction sought with a large enough effect; inconclusive = small, poorly fitted or top-dose-only effect, or another doubt; inactive = no such curve, though single readings can be large; an effect the other way counts as inactive or inconclusive. Unless noted, % is set by controls: 0 for no effect and ±100 for the full control effect.
# Below each compound: PKM2 act	GALK inh	Giardia killer	uPA surface inh	B2AR arrestin	KCNH2 3.1 inh	Eya2 phos inh	Coupling enz	Chronic BCR inh	USP2a block	hERG WT inh
O=C1COc2ccc(C(=O)/C=C/c3ccccc3)cc2N1
    4%	0%	1	-11%	-0.2%	-16	2%	-1	-4%	2%	-10
CCOC(=O)C1(Cc2ccc(OC)cc2)CCN(C(=O)c2ccoc2C)CC1
    2%	10%	-1	-10%	0.3%	-7	1%	-1	-5%	-1%	18
CC(OC(=O)c1cc(=O)[nH]c2ccccc12)C(=O)c1ccccc1 (configuration not stated)
    -7%	-3%	6	7%	0.3%	15	-7%	0	?	8%	11
CC(NS(=O)(=O)c1ccc(Cl)cc1)C(=O)OCC(=O)c1ccc[nH]1 (configuration not stated)
    .	.	4	-13%	4.0%	-7	14%	.	1%	-1%	-3
COc1cc(Cl)c(C)cc1NC(=O)CSC
    0%	3%	5	4%	0.1%	-15	4%	4	0%	2%	-5
NS(=O)(=O)c1ccc(CNC(=O)/C=C/c2cccc(Cl)c2)cc1
    4%	0%	1	0%	-1.1%	-14	9%	2	-1%	1%	-4
Cc1ccc(NC(=S)N2CCN(S(=O)(=O)c3ccc(F)cc3)CC2)cc1
    7%	-7%	-7	1%	0.1%	.	3%	1	2%	1%	4
CCC(=O)c1ccc(OCC(=O)OCC(=O)N2c3ccccc3NC(=O)C2(C)C)cc1
    .	.	-19	3%	-0.3%	15	9%	.	2%	2%	6
Cc1ccc(C)c(NC(=S)N2CCN(c3ccccn3)CC2)c1
    -2%	0%	-15	-10%	-0.6%	-6	3%	1	2%	2%	-9
COc1cc(/C=N/NC(=O)c2cccnc2)cc2c1OCO2
    4%	-3%	-20	-23%	0.4%	-2	8%	0	?	3%	-5
COc1ccc(OCCCC(=O)Nc2cc(Cl)ccc2-n2cncn2)cc1
    .	.	2	-21%	-0.3%	-4	-6%	.	-2%	0%	-5
Cc1ccc(C(=O)COc2ncnc3cc(Cl)ccc23)cc1
    0%	-5%	-20	11%	0.0%	25	-7%	-2	-10%	0%	1
N#C/C(=C1/CCCCCN1)c1nnc2n1CCCCC2
    -1%	0%	-5	1%	0.5%	4	-3%	0	6%	1%	6
Cc1c(NC(=O)c2ccc(S(=O)(=O)N3CCOCC3)cc2)cccc1[N+](=O)[O-]
    .	.	1	-1%	0.0%	10	3%	.	-20%	4%	-10
CCCS(=O)(=O)c1c(S(=O)(=O)CCC)c2c(C)cccn2c1C(=O)OC
    1%	.	-15	0%	-0.7%	0	-9%	0	3%	3%	1
Cc1nc2ccccc2n1CC(=O)OCC(=O)NCc1ccccc1
    2%	-1%	0	6%	0.0%	-22	1%	0	0%	1%	2
Cc1ccc(N(CCC(=O)O)S(=O)(=O)c2ccc(C)cc2)cc1
    1%	0%	-16	0%	-0.4%	8	-1%	17	7%	0%	-18
CCOc1ccccc1N1CC(C(=O)NC2CCCCCC2)CC1=O (configuration not stated)
    .	.	-4	1%	0.9%	-5	2%	.	1%	5%	2
COc1ccccc1OCc1ccc(C(=O)Nc2ccncc2)o1
    11%	1%	-7	.	-1.4%	-10	-8%	2	2%	-3%	10
COc1ccc(CN(C)C(C)C(=O)NC2CCCc3ccccc32)cc1 (configuration not stated)
    -15%	5%	-5	-3%	-0.1%	-33	1%	8	2%	-6%	9
Cc1ccc(C)c(S(=O)(=O)N2CCN(C(=O)c3sccc3C)CC2)c1
    .	.	14	-2%	-0.2%	6	-6%	.	-9%	-2%	-1
CC(=O)Oc1ccc(C2(C)CC(C)(C)Oc3cc(OC(C)=O)ccc32)c(OC(C)=O)c1 (configuration not stated)
    -11%[11.5 µM]	8%	-24	5%	-0.3%	2	2%	2	?	-1%	-9
C=CCOc1c(CNc2ccc(S(N)(=O)=O)cc2)cccc1OC
    -8%	0%	1	-2%	0.5%	-4	-13%	3	-10%	0%	1
COc1ccc(CNC(=O)CN(C(=O)c2csnn2)c2cccc(F)c2)cc1
    -4%	14%	-22	-3%	-0.7%	19	-11%	1	0%	2%	-2
O=C(NCc1ccccc1)c1ncn[nH]1
    5%	7%	27	6%	-0.4%	-1	-24%	2	-3%	-2%	-30
CC1CC(=O)Nc2ccccc2N1S(=O)(=O)c1cccc(F)c1 (configuration not stated)
    0%	13%	-11	-1%	-0.4%	6	19%	2	-8%	1%	0
Cc1ccc(C(=O)N/C(=C/c2cccs2)C(=O)N2CCCCCC2)cc1
    -2%	-2%	9	8%	-2.0%	-22	28%	4	0%	0%	-5
O=C(NCC(c1cccnc1)N1CCN(c2ccc(F)cc2)CC1)c1ccc(F)cc1 (configuration not stated)
    11%	0%	-5	-1%	0.2%	5	-34%	-6	2%	0%	4
COC(=O)c1cc(-c2c(C)oc3cc(O)ccc3c2=O)c(C)o1
    -2%	-3%	12	9%	3.6%	-15	2%	5	?	3%	23
O=C(CN1CCOCC1)Nc1c2c(nc3c1CCC3)CCC2
    5%	0%	3	-2%	-0.3%	1	11%	3	0%	2%	-28

# More records:
# Below each compound: PKM2 act	GALK inh	Giardia killer	uPA surface inh	B2AR arrestin	KCNH2 3.1 inh	Eya2 phos inh	Coupling enz	Chronic BCR inh	USP2a block	hERG WT inh
CCn1c(SCC(=O)Nc2cc(NC(C)=O)ccc2OC)nnc1-c1ccccn1
    -1%	-4%	0	-7%	-0.1%	7	-3%	-1	0%	-1%	-10
O=C(COc1ccccc1)Nc1ccc(S(=O)(=O)NCc2ccco2)cc1
    -1%	-1%	35[activator]	-1%	-0.1%	-8	-17%	2	-14%	0%	19
O=C(CSc1nc2ccccc2n1-c1ccccc1)Nc1ncc(Cl)cc1Cl
    4%	-1%	3	-7%	1.3%	-6	-10%	8	?	0%	14
Cc1cc(C)c2cc(CN(CCO)C(=O)Nc3ccc(Cl)cc3)c(=O)[nH]c2c1
    1%	-7%	3	-4%	-0.8%	-6	-5%	0	16%	0%	-15
Cc1ccc(Cn2ncc3c(N4CCN(C)CC4)ncnc32)cc1
    4%	1%	-9	-8%	-0.4%	-14	-1%	2	-24%	5%	-8
OC(c1ccc(Cl)cc1)c1nccc2ccccc12 (configuration not stated)
    -4%	-3%	13	-6%	0.0%	-11	-5%	1	?	3%	3
CC(C)c1nnc(NC(=O)CSc2nc3ccccc3[nH]2)s1
    1%	-1%	-3	1%	0.2%	19	-6%	-3	-4%	1%	23
Cc1onc(-c2ccccc2Cl)c1C(=O)N1CCN(S(=O)(=O)c2ccc(F)c(F)c2)CC1
    2%	-8%	-1	2%	0.4%	8	-2%	1	-2%	1%	3
Cc1cc(C)n(CCNC(=O)CC2C(=O)NCCN2CC2CCCCC2)n1 (configuration not stated)
    1%	11%	-6	3%	-0.1%	-9	2%	1	-1%	1%	2
O=S(=O)(Cc1ccccc1)N1CCCC1
    -4%	7%	-9	.	0.2%	11	-8%	1	4%	1%	-16
CCOC(=O)CSc1nnc(CNC(=O)c2cc(OC)c(OC)c(OC)c2)n1C
    1%	2%	22	3%	-0.1%	-10	4%	4	4%	2%	-1
Cc1ccc(C)c(Cn2c3ccccc3c3cnn(CC(=O)NCCN4CCOCC4)c(=O)c32)c1
    -3%	-2%	41[activator]	-6%	-0.7%	-32	-1%	-1	5%	1%	5
O=C(CSC1=NS(=O)(=O)c2ccccc2N1)Nc1ccccc1F
    .	.	-16	2%	-0.4%	16	-19%	.	-10%	0%	0
COC1CCCCC1Nc1cc(C)cc(C)c1 (configuration not stated)
    0%	0%	11	4%	-0.2%	-8	-1%	-1	13%	1%	-9
O=C(NCCN1CCOCC1)c1cccn2c(=O)c3c4c(sc3nc12)CCCC4
    0%	-2%	.	.	0.3%	.	-1%	2	-4%	4%	.
CC(=O)NCCC(=O)Nc1cc(S(=O)(=O)N2CCCCC2)ccc1N1CCN(C)CC1
    .	.	-10	-12%	0.0%	4	4%	.	-5%	3%	0
CCOc1ccccc1N1CCN(C(=O)c2ccccc2OCc2c(C)noc2C)CC1
    .	.	21	?	0.0%	-3	-20%	.	-8%	3%	8
COc1cccc2cc(-c3nnc(SCC(=O)Nc4ccc(NC(C)=O)cc4)n3C)oc12
    .	4%	7	-1%	0.5%	-11	-26%	3	0%	0%	-7
CCOc1cc(C(=O)Nc2cccc3ncccc23)cc(OCC)c1OCC
    1%	1%	8	.	-0.1%	7	9%	1	?	4%	4
CCOC(=O)CSc1nc2cc(C(=O)NCC3CCCO3)ccc2c(=O)n1Cc1ccco1 (configuration not stated)
    11%	-1%	-22	3%	-0.1%	9	-16%	1	3%	0%	4
CCC(=O)N(Cc1cc(=O)[nH]c2ccccc12)c1ccc(C)cc1C
    .	.	0	2%	-0.2%	-17	-8%	0	-8%	2%	11
